Pf gamet viab: late stage P. falciparum gametocyte viability inhibitors, primary screen, ATP luminescence, HTS | P. falciparum stage V gametocytes, 24 h | inhibition, % at 10.9 µM | 0.065% of 150,000 active;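 active means inhibition above the mean plus 3 SD of compounds within the control limits, set per campaign, cut at about 38% in these data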;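 further: 0% = DMSO wells and 100% = medium only without gametocytes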
Rac1 wt modul: wildtype Rac1 GTP binding modulators, primary screen, biochemical, GST-Rac1 beads, flow cytometry, multiplex; fluorescent GTP binding; actives lie on both sides; 0 = cold GTP competed, 100 = untreated; AID 757, 2007; Ras-related C3 botulinum toxin substrate 1 (Homo sapiens), P63000; GTP binding activity (% of control), % at 10 µM; 0.27% of 190,000 active;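 active means GTP binding activity at least 20 points away from the 100% control level, either lower or higher; inconclusive means compound flagged as likely green fluorescent, judged across all proteins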
Rab2 wt GTP: modulators of GTP binding to Rab2A wildtype, primary screen, biochemical, dog, bead-based flow cytometry, multiplex. 0.19% of 190,000 active. GTP binding activity, % at 10 µM. AID 760, 2007. GST-Rab2 wt beads, Bodipy-GTP binding;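 active means GTP binding activity at least 20 points away from 100%, either lowered or raised; inconclusive means signal likely due to the compound's own green fluorescence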;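 further: 0% = beads with excess unlabeled GTP and 100% = no-compound control corrected for plate trend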
Rac1 act GTP bind: GTP binding modulators of activated mutant Rac1, primary screen, biochemical, bead-based flow cytometry, multiplex, fluorescent GTP. percent activity (GTP binding), % at 10 µM. Ras-related C3 botulinum toxin substrate 1 (Homo sapiens), P63000. GST-Rac1 activated beads; actives lie on both sides; 100% means binding = to untreated wells. 0.11% of 190,000 active;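 active means GTP binding at least 20 percentage points away from the 100% baseline, in either direction, so actives lie on both sides; inconclusive means Compound likely fluorescent itself, or too few beads counted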
Mcl1 Bid PPI: Mcl-1/Bid binding inhibitors, primary screen, biochemical, TR-FRET, 1536-well | 0.97% of 220,000 active | Induced myeloid leukemia cell differentiation protein Mcl-1 (Homo sapiens), Q07820 | inhibition, % at 21.7 µM | TR-FRET Mcl-1/Bid-Dy647 peptide binding;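 active means compounds that cut the binding signal by more than half at the single screening dose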;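 further: His-tagged Mcl-1 with europium anti-His antibody binding Bid BH3 peptide; 0% = Mcl-1 plus peptide wells and 100% = peptide-only wells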
Target sequence (Q07820 whole entry, looked up): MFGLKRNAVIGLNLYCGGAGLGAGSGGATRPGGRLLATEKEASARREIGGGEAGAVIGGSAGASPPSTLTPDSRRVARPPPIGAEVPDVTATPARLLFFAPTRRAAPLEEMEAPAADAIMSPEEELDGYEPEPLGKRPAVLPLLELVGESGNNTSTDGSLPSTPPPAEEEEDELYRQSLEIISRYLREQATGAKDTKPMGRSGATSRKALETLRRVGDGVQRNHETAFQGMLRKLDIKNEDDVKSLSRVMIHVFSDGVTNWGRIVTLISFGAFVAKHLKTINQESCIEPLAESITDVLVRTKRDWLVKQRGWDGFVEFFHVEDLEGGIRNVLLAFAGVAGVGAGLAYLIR
Rab7 wt GTP bind: modulators of GTP binding to Rab7, primary screen, biochemical, wildtype, multiplex bead flow cytometry | GTP binding activity (percent of control), % at 10 µM | Rab7 GTPase wild type (dog), Bodipy-FL-GTP binding | AID 758, 2007 | GST-Rab7 beads, fluorescent GTP binding; actives lie on both sides; untreated = 100%, excess cold GTP = 0% | 0.055% of 190,000 active;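 active means fluorescent GTP binding to Rab7 beads changed by at least 20 points from the 100% baseline, either direction, mostly lower; inconclusive means compound itself probably fluorescent, or too few beads counted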;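 further: median green fluorescence of bound Bodipy-FL-GTP per Rab7 bead population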
Avidin fluor: green autofluorescence of compounds with avidin beads – biophysical, 488/530 nm, flow cytometry, artefact control, profiling panel | fluorescence (KMESF) at 10 µM | AID 1775, 2009 | compound fluorescence 488/530 nm; hits give high values | 0.38% of 220,000 active; in the data active means fluorescence above about 47; further: inactives centre near 10
Cdc42 wt: modulators of GTP binding to wildtype Cdc42, primary screen, biochemical, multiplex bead flow cytometry, Bodipy-GTP; Cell division control protein 42 homolog (Homo sapiens), P60953; 0.2% of 190,000 active; AID 761, 2007; GST-Cdc42 beads; actives lie on both sides; percent activity (GTP binding), % at 10 µM;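 active means percent activity GTP binding at least 20 points away from the 100% baseline, either down as inhibitor or up as activator; inconclusive means compound flagged as likely green fluorescent from well-wide comparison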;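 further: median bead fluorescence of bound Bodipy-FL-GTP at 100 nM; 0% = excess unlabeled GTP control and 100% = no compound control; below 100% means less GTP binding so inhibitor and above means activator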
Target sequence (P60953 whole entry, looked up): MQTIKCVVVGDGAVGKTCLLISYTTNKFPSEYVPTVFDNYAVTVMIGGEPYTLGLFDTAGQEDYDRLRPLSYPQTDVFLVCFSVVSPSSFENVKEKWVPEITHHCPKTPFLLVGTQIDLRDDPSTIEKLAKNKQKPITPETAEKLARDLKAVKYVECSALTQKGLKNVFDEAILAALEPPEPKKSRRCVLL
HRas wt GTP: modulators of GTP binding to HRas wildtype, primary screen, biochemical, bead-based flow cytometry, multiplex | 0.14% of 190,000 active | GTP binding activity, % at 10 µM | GTPase HRas (Homo sapiens), P01112 | GST-Ras wt beads, Bodipy-FL-GTP binding; actives lie on both sides;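 active means GTP binding activity at least 20% away from the 100% baseline, either lowered as inhibitor or raised as activator; inconclusive means flagged as likely green fluorescent, judged across all proteins in the well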;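 further: 0% = unlabeled GTP competition control and 100% = no-compound control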
Target sequence (P01112 whole entry, looked up): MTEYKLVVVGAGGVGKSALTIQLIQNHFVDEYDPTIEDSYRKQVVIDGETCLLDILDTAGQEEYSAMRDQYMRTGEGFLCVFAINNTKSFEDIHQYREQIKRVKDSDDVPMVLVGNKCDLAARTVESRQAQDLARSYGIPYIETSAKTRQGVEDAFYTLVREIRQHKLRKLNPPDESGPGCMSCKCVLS
GSH bead fluor: compound fluorescence on glutathione beads, profiling panel, artefact control, biophysical, 488/530 nm, flow cytometry | GSH beads flow cytometry, compound fluorescence 488/530 nm; hits give high values | fluorescence (KMESF) at 10 µM | 0.25% of 190,000 active | AID 1776, 2009; in the data active means fluorescence above about 89;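 further: glutathione beads carrying GST-tagged Bcl family fusion proteins plus one bare bead set; values are compound well signal with DMSO vehicle wells as background; inactives centre near 16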
Mcl1 Noxa PPI: Mcl-1/Noxa binding inhibitors, primary screen, biochemical, TR-FRET, 1536-well | Induced myeloid leukemia cell differentiation protein Mcl-1 (Homo sapiens), Q07820 | 1.5% of 220,000 active | TR-FRET Mcl-1/Noxa peptide binding, 2 h | inhibition, % at 21.7 µM;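 active means compounds that cut the protein-peptide binding signal by more than 50% relative to plate controls in a single-dose test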;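 further: His-tagged Mcl-1 with rhodamine Noxa BH3 peptide and terbium anti-His antibody; 0% = Mcl-1 plus Noxa peptide wells and 100% = peptide-only wells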
An asterisk follows results filed as active; ? = inconclusive; / = not tested or not shown. Random draw from the library (roughly 3% active in at least one column).

SMILES	Pf gamet viab	Rac1 wt modul	Rab2 wt GTP	Rac1 act GTP bind	Mcl1 Bid PPI	Rab7 wt GTP bind	Avidin fluor	Cdc42 wt	HRas wt GTP	GSH bead fluor	Mcl1 Noxa PPI
CCCCc1n(CC(=O)c2ccc(Cl)cc2)c2ccccc2[n+]1C	-5	98	101	94	-3	102	10	98	98	69	10
COCCCn1c2nc3ccccc3nc2c2c(=O)n(-c3ccccc3OC)cnc21	10	104	103	98	-4	103	9	105	103	29	3
CCCc1cc(=O)n2[nH]c(C)nc2n1	-3	103	103	100	-1	96	5	103	103	20	-9
N/C(=N\O)c1ccccc1-n1cccc1	14	101	98	98	-24	108	10	96	99	11	2
O=C(CN1C(=O)CCSc2ccccc21)Nc1ccccc1	18	105	99	99	-9	96	14	103	101	31	14
CCNc1nc(NCC)nc(OCCNS(=O)(=O)c2cc(C)ccc2C)n1	-15	99	97	96	5	99	7	97	97	30	11
CCCCn1c(SCC(=O)N2CC(=O)Nc3ccccc32)nnc1-c1ccoc1C	/	104	101	100	-17	99	8	101	101	6	17
COc1cccc(Oc2cn[nH]c2-c2ccc(O)cc2O)c1	/	97	98	96	-42	100	8	98	100	43	22
Cc1ccc(-c2nn(-c3ccccc3)cc2C(=O)NN2CCN(C)CC2)cc1	-7	103	102	99	-18	107	15	101	101	14	8
CN1CCN(c2ccc(S(=O)(=O)N3CCCCC3)cn2)CC1	/	105	100	101	-26	101	16	102	100	35	15
CCOC(=O)C1CCCN(c2c(NCCCN3CCCC(C)C3)c(=O)c2=O)C1 (stereo not given)	/	108	101	100	-35	103	6	104	103	21	0
c1ccc2c(Nc3nc4c(s3)CCCC4)cccc2c1	-11	101	106	101	-9	98	8	103	103	21	20
O=C(CNS(=O)(=O)c1ccc(Br)cc1)OCc1cc(=O)n2cc(Br)ccc2n1	14	?	?	?	-41	?	1	?	?	14	35
CC(C)C1=C2CCCCC2NC(=O)N1 (stereo not given)	-12	104	100	101	-40	95	8	103	100	4	-2
CN1CCN(NC(=S)Nc2ccccc2)CC1	15	104	102	99	-57	107	/	102	103	13	-13
CCOc1ccc(-c2nc(CCl)cs2)cc1	12	96	96	98	-6	94	13	98	97	12	8
Cc1ccc(NC(=S)N(CCN2CCCCC2)Cc2ccco2)cc1C	-19	99	97	98	-46	91	11	98	96	15	-6
Fc1cccc(-c2cc3nc4c(c(N5CCOCC5)n3n2)CCCC4)c1	/	101	101	98	-5	98	5	99	99	25	9
CC(=O)c1ccc(Oc2cc(C(F)(F)F)cnc2C(N)=O)cc1	-9	94	94	93	-4	99	27	95	94	10	-7
COc1ccc2c(c1)CC[C@@H]1[C@@H]2CC[C@]2(C)C(=O)CC[C@@H]12	/	98	99	100	11	97	9	95	99	20	6
CC(C)Oc1ccc(C2NC(=O)NC2=O)cc1 (stereo not given)	/	109	100	99	-62	100	8	104	102	45	-6
CC1=C(C(=O)OC(C)C)C(C)C(C(=O)OC(C)C)=C(C)N1	-25	103	99	99	-4	101	18	97	100	29	-8
CN(C(=O)CN1CCC(NC(=O)C2CCCCC2)CC1)C1CCCCC1	12	98	104	99	-14	95	14	105	103	21	19
COc1cc(/C=N/NC(=O)CN2CCOCC2)ccc1OCc1ccccc1	-9	108	96	97	0	96	4	98	96	19	1
Cc1ccc(S(=O)(=O)N2CCOCC2)cc1NC(=O)COC(=O)CNC(=O)c1ccccc1	/	105	100	100	-32	102	13	102	100	9	29
CCOC(=O)N1CCN(C(=O)COc2cccc3c2CCN(Cc2ccc(F)cc2)C3=O)CC1	/	105	99	97	-3	101	9	104	101	8	-9
CC(C)C(=O)Nc1nnn(C)n1	20	102	103	101	7	101	7	105	101	35	0
O=C(Nc1ccccc1N1CCCCC1)c1ccc(F)cc1	-5	99	99	99	-34	103	13	99	99	22	14
COc1ccccc1NC(=O)COC(=O)Cc1c[nH]c2ccccc12	-1	97	97	95	-61	103	11	94	96	18	13
CCOC(=O)C1ON2CCCCC2C1(O)C(F)(F)F (stereo not given)	-32	98	98	99	-24	95	13	97	97	13	13
Cc1cccc(NC(=O)c2cc(S(=O)(=O)c3ccccc3)ccc2Cl)c1	/	98	97	98	-1	98	11	98	98	12	25
Cc1ccccc1-n1c(Cn2c(=O)sc3ccccc32)nnc1SCC(=O)Nc1nccs1	/	103	100	100	-2	102	21	103	101	16	0
COc1cc(-c2nc3cnccn3c2Nc2c(C)cccc2C)ccc1O	/	95	101	95	-77	104	/	100	101	11	44
c1ccc(Cn2nnnc2C(c2cccs2)N2CCCCCC2)cc1 (stereo not given)	/	101	101	98	8	100	28	100	99	22	21
Cc1onc(-c2ccccc2)c1C(=O)NCc1ccco1	/	101	97	97	-12	98	34	96	97	27	-3
COCCn1c(SCC#N)nnc1-c1ccc([N+](=O)[O-])cc1	10	98	98	98	-13	99	9	101	97	22	12
COc1ccc(CCCC(=O)N/N=C\c2cccs2)cc1	19	97	97	95	1	95	10	101	98	12	12
CC(=O)c1cccc(S(=O)(=O)NCC2CCCCC2)c1	19	100	96	98	-10	99	3	96	97	5	10
CN1C(=O)CC(NNC(=O)c2ccc(Cl)cc2)C1=O (stereo not given)	10	104	104	99	-5	101	27	106	105	17	-13
COc1ccc(N2CCN(c3nc(Nc4ccc(C)c(F)c4)nc(N4CCCC4)n3)CC2)cc1	-16	95	95	93	-10	104	21	97	98	11	2
Cn1cc([N+](=O)[O-])c(C(=O)Nc2nc(-c3ccc(Cl)cc3)cs2)n1	10	101	98	99	22	102	7	103	99	32	2
CCCCCCCCNC(=S)NCCN1CCCCC1	3	100	96	97	4	97	12	99	98	15	29
O=S(=O)(c1ccccc1)N(CC1CO1)c1ccccc1 (stereo not given)	0	?	?	?	-25	?	11	?	?	14	-2
O=C(Cn1cnc2c(cnn2-c2ccc(F)cc2)c1=O)OCc1ccccc1	/	106	101	100	-25	101	7	104	102	40	-8
O=C(C1CCC1)N(CCc1ccccc1)Cc1nc2ccccc2c(=O)[nH]1	/	103	96	99	6	99	6	98	98	39	12
NC(=O)COc1ccccc1C(=O)O	10	97	96	96	4	93	24	95	96	8	5
CN(C1CCCCC1)S(=O)(=O)c1ccc(S(=O)(=O)N2CCCC2)cc1	-18	95	98	96	-14	98	6	97	98	32	-2
N#Cc1c(N)nc2c(c1-c1ccc3c(c1)OCO3)CCc1ccccc1-2	11	102	99	101	-5	102	13	97	102	14	2
CC(=O)c1ccc(NC(=O)CSc2ccc3nnc(-c4cccnc4)n3n2)cc1	2	96	95	97	-25	101	25	93	97	8	-2
CNC(=O)c1ccc(Nc2nnc(-c3ccc(C)c(S(=O)(=O)NCC4CCCO4)c3)c3ccccc23)cc1 (stereo not given)	/	?	?	?	-53	?	12	?	?	11	11
Next records:
SMILES	Pf gamet viab	Rac1 wt modul	Rab2 wt GTP	Rac1 act GTP bind	Mcl1 Bid PPI	Rab7 wt GTP bind	Avidin fluor	Cdc42 wt	HRas wt GTP	GSH bead fluor	Mcl1 Noxa PPI
CN1CCN(C(=O)c2cc3c(ccc4ccccc43)oc2=O)CC1	/	99	101	99	2	101	31	100	100	11	21
O=C(Cc1c(F)cccc1Cl)NCC1CCCO1 (stereo not given)	1	99	98	99	-18	93	28	100	100	19	8
NC1=C(c2ccc([N+](=O)[O-])cc2)C(=O)CO1	15	103	95	98	-20	95	12	97	98	7	6
Cn1c(N)c(C(=O)COC(=O)c2cccnc2Cl)c(=O)n(C)c1=O	/	97	96	97	-3	104	7	93	99	10	2
CC1CC(=O)C(C2c3ccccc3CCN2C(=O)CCl)C(=O)C1 (stereo not given)	/	101	99	100	-28	96	13	101	100	10	5
Cc1c(S(=O)(=O)Nc2ccc3c(c2)OCCO3)c(=O)n(C)c(=O)n1C	/	101	98	97	-16	99	6	97	96	25	9
O=C(CCc1nnc(-c2ccccc2)o1)NCc1cc(F)ccc1F	/	99	93	91	-17	101	11	96	95	14	0
CCC(=O)Nc1nc2n(n1)C(c1ccc(OC)cc1)C=C(c1ccccc1)N2 (stereo not given)	/	100	97	96	-31	96	8	101	100	37	16
Cc1ccc(NC(=O)c2cc3c(s2)CCCC3)cc1S(=O)(=O)Nc1ccccc1Cl	1	95	92	96	-31	95	7	92	97	20	-10
CC(=O)Nc1ccc(S(=O)(=O)Nc2nc3n(n2)C(c2ccccc2)CC(=O)N3)cc1 (stereo not given)	17	105	101	101	-2	100	17	104	102	32	-6
COc1cc(OC)nc(Oc2ccccc2C(=O)Oc2ccc(C)cc2)n1	-12	102	99	98	6	99	5	101	100	25	4
Cc1cc(C)cc(NC(=O)N2CCCC2C(=O)NCc2ccco2)c1 (stereo not given)	12	103	99	99	-1	104	10	103	101	14	-8
CCn1c2ccccc2c2cc(NC(=O)COC(=O)c3cc(OC)c(OC)cc3OC)ccc21	17	102	95	98	9	101	10	103	96	13	-13
O=C(Cn1nnc(-c2ccc(S(=O)(=O)N3CCCC3)cc2)n1)Nc1ccccc1-n1cccc1	-14	97	97	95	-31	99	16	99	98	42	9
CN1C(=O)N(C)C2(c3ccccc3)NC(=O)NC12c1ccccc1 (stereo not given)	-15	98	96	96	-27	96	7	98	98	39	15
Cc1ccc(/C=N/NC(=O)CNC(=O)c2ccc(S(=O)(=O)N(C)C)cc2)cc1	10	94	97	94	-5	93	15	98	95	74	12
COc1ccc2nc(NC(=O)c3cnccn3)sc2c1	/	102	99	99	-3	98	7	101	101	45	-11
O=C(CSc1nnnn1-c1ccccc1)CC(=O)Nc1ccc(Cl)cc1	17	96	94	95	-35	96	10	96	96	25	3
CNC(=O)c1ccsc1NC(=O)c1coc2ccccc2c1=O	/	94	93	93	35	93	-1	94	94	18	29
COc1ccc(NC(=O)/C=N/O)cc1	-6	94	93	96	1	96	11	94	94	13	-2

Compound activity: PubChem, several laboratories
